Screening results from PubChem.
SUMO1 PPI mod: modulators of SUMO1 protein-protein interactions, primary screen, biochemical, uHTS; SUMO1 binding to a labelled peptide, TR-FRET, 1 h; inhibition, % at 20 µM; Small ubiquitin-related modifier 1 (Homo sapiens), P63165; AID 602429, 2012; 0.33% of 360,000 active; in the data active means inhibition above about 37%
Target sequence (P63165 whole entry, looked up): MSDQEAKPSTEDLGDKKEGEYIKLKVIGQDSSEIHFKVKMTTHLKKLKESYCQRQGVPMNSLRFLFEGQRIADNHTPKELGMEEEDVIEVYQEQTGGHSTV
SKN-1 inh: suppressors of acrylamide-induced Pgst-4::GFP reporter in worms, primary screen, SKN-1 inhibitor project, whole organism, uHTS, GFP/RFP fluorescence ratio, strain VP596. 0.49% of 360,000 active. C. elegans VP596 Pgst-4::GFP/RFP ratio, 24 h. inhibition, % at 21.8 µM;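 active means interference check ratio from 0.5 to 1.5 plus GFP to RFP signal ratio inhibition reaching or exceeding a fixed threshold, cut at about 30% in these data, passing the limit was not always enough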; further: some compounds called inactive have numbers as strong as hits
Scp1 inh: Scp-1 phosphatase inhibitors, primary screen, biochemical, colorimetric, uHTS; Carboxy-terminal domain RNA polymerase II polypeptide A small phosphatase 1 (Homo …; Recombinant Scp1, phosphopeptide, malachite green phosphate absorbance; inhibition, % at 20 µM; 0.88% of 340,000 active; AID 493091, 2011;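 active means inhibition above about 50% at 20 µM, limit read from the data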;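 further: plate controls were DMSO wells with enzyme for no effect and wells lacking enzyme for full effect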
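Material: truncated SCP-1 phosphatase (76-261aa) / Buffer or medium: 50 mM Tris acetate pH 5.5, 0.005% Tween-20, 10 mM MgCl2 / Compound dosing: one concentration, 20 µM, with 1.0% DMSO / Incubation: 45 min room-temperature reaction, 5 min colour, 30 min stabiliser / Detection: colorimetric free-phosphate detection, absorbance 630 nm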
NRP1-CendR mod: modulators of CendR peptide binding to NRP-1, primary screen, biochemical, fluorescence polarization, uHTS. Neuropilin-1 (Homo sapiens), O14786. FAM-RPARPAR peptide binding to NRP-1. 0.85% of 360,000 active. inhibition, % at 25 µM. AID 602438, 2012;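 active means inhibition or corrected inhibition above about 18%, plus a signal ratio from 0.5 to 1.5, limit read from the data, passing the limit was not always enough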; further: strong numbers were not always called active
DNMT1 inh: human DNMT1 methyltransferase inhibitors, primary screen, biochemical, molecular beacon, fluorescence, HinP1I cleavage, uHTS. inhibition (reported as % activation of signal), % at 10 µM. AID 588458, 2011. 0.83% of 360,000 active. DNA (cytosine-5)-methyltransferase 1 (Homo sapiens), P26358; in the data active means inhibition above about 50%
STEP block: STEP phosphatase inhibitors, primary screen, biochemical, fluorescence intensity, uHTS; Tyrosine-protein phosphatase non-receptor type 5 (Homo sapiens), P54829; recombinant STEP, OMFP fluorogenic substrate; inhibition, % at 20 µM; 0.25% of 360,000 active; AID 588621, 2011;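 active means inhibition at 20 µM, scaled per plate between control wells, above about 37%, limit read from the data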;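 further: 0% = DMSO with enzyme and substrate and 100% = substrate only without enzyme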
Target sequence (P54829 whole entry, looked up): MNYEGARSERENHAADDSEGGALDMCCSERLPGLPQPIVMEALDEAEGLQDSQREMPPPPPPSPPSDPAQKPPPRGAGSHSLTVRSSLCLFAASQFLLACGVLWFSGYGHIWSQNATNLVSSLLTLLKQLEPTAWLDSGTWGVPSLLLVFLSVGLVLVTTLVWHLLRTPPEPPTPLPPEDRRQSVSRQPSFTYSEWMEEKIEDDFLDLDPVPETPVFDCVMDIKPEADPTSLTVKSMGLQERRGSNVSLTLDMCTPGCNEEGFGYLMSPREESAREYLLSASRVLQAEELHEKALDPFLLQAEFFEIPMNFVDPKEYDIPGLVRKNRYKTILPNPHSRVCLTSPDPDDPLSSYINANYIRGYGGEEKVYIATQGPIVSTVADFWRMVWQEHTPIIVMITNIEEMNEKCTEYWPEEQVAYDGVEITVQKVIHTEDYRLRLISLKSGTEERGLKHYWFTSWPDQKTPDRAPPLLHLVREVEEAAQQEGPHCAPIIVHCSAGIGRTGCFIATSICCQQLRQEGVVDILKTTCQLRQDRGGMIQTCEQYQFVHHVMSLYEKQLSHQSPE
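medium = Bis-Tris buffer pH 6.0, 2.5 mM DTT, 0.005% Tween 20 | test system = STEP (striatal-enriched tyrosine phosphatase) enzyme, cell-free | measure = normalized % inhibition | compound dosing = 20 µM, 1% DMSO | also added = 25 µM OMFP | schedule = reaction 20 min, ambient temperature | measured by = fluorescence read at 480 nm ex / 540 nm em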
Rpn11 block: Rpn11 (PSMD14) deubiquitinase inhibitors, primary screen, biochemical, fluorescence polarization, uHTS; calls only at 20 µM; AID 588493, 2011; 26S proteasome non-ATPase regulatory subunit 14 (Homo sapiens), O00487; human 26S proteasome, Ub4-pepOG fluorescence polarization; 20S core pre-blocked with epoxomicin; 0.59% of 360,000 active;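 active means inhibition at 20 µM, scaled to each plate's controls, above about 33%, limit read from the data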
Target sequence (O00487 whole entry, looked up): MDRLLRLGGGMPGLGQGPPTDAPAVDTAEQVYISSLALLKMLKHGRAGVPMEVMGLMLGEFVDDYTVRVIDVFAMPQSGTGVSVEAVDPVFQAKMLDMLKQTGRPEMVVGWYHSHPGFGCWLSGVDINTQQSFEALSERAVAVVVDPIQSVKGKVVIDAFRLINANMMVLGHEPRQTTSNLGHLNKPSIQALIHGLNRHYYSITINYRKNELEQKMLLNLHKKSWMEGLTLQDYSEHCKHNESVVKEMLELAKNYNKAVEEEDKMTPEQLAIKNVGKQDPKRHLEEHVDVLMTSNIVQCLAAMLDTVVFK
NadD inh: inhibitors of S. aureus NadD, primary screen, biochemical, colorimetric, uHTS; Nicotinate-nucleotide adenylyltransferase NadD (Staphylococcus aureus N315); purified NadD enzyme, colorimetric absorbance read-out; inhibition, % at 20 µM; 0.78% of 360,000 active; in the data active means inhibition above about 26%; further: some compounds past the cut are filed as inactive
MT1-MMP act inh: blockers of MT1-MMP proenzyme processing, primary screen, HT1080 RFP-PRO-GFP cells, GFP/RFP fluorescence; Matrix metalloproteinase-14 (Homo sapiens), P50281; GFP/RFP ratio fluorescence, overnight; percent of plate control window, DMSO zero; GFP/RFP ratio change, % at 20 µM; 0.061% of 360,000 active;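 active means GFP/RFP ratio change of at least 30% with cell ATP level not reduced by more than half and red fluorescence within 50% of control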; further: strong numbers were not always called active
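system = RFP-PRO-GFP reporter HT1080 cells | dosing = 20 µM single dose, 1% DMSO | timing = overnight cell settling, then overnight compound exposure, 37 °C, 5% CO2 | read-out basis = GFP/RFP fluorescence ratio | controls = DMSO and RFP-L50D-GFP cell wells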
LMPTP inh: LMPTP phosphatase inhibitors, primary screen, biochemical, fluorescence intensity, uHTS; Low molecular weight phosphotyrosine protein phosphatase (Homo sapiens), P24666; recombinant LMPTP-A, OMFP fluorogenic substrate; inhibition, % at 20 µM; 0.22% of 360,000 active; AID 651560, 2012;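 active means compounds that cut the enzyme signal by at least half of the control window in the single-dose screen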;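 further: plate controls were DMSO wells with enzyme plus substrate for no effect and substrate without enzyme for full effect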
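Assay system: LMPTP-A, protein tyrosine phosphatase of low molecular weight / Medium: pH 6.0 Bis-Tris buffer with DTT and Triton X-100 / Schedule: 50 min enzyme reaction at room temperature, protected from light / Measured by: endpoint fluorescence intensity from OMFP dephosphorylation / Read-out basis: % inhibition relative to no-enzyme and uninhibited control wells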
Numbers without * were called inactive; i = inactive; / = no result given. This is a random part of the collection; any-hit rate near 3.9%.

Compound	SUMO1 PPI mod	SKN-1 inh	Scp1 inh	NRP1-CendR mod	DNMT1 inh	STEP block	Rpn11 block	NadD inh	MT1-MMP act inh	LMPTP inh
CC(=O)Nc1nc(C)nc(-c2ccccc2OC(C)=O)n1	1	19	-6	3	3	-1	i	-8	3	-0.1
Cc1ccc2c(c1)C=CC(C)(C)S2=O (stereo not given)	-1	14	11	7	2	3	i	-6	3	-0.5
COc1ccccc1NC(=O)CN1CCN(CC(=O)Nc2ccc3c(c2)OCO3)CC1	2	10	-5	5	0	-3	i	-6	4	-2.7
C=CCSc1nnc(NC(=O)CCN2C(=O)C3CC=CCC3C2=O)s1 (stereo not given)	0	7	-3	15	4	-2	i	-3	1	-1.2
c1ccc(CSc2nnc3ccc(-c4ccncc4)nn23)nc1	-29	0	-6	18	1	3	i	-5	-3	-2.0
CCO[C@H]1OC(C(=O)NC2CC2)=C[C@@H](c2csc3ccccc23)[C@@H]1CCCO	0	11	-8	10	0	5	i	1	2	-1.8
O=C(NCc1cccnc1)c1cccc(F)c1	0	1	3	-1	-1	-1	i	-2	2	-0.6
CC(C)NC(=O)N1CCN(c2ccncc2S(=O)(=O)N2CCOCC2)CC1	-5	-7	-2	-3	3	0	i	2	-1	-1.1
Cc1nc(-c2ccc(S(=O)(=O)Oc3ccc(Cl)cc3Cl)s2)cs1	-2	-9	-21	10	-9	0	i	2	3	4.5
O=C(Cc1ccc(Cl)cc1)Nc1cc(Cl)ccn1	3	-6	-10	-1	-3	-1	i	0	-7	0.9
CCC(C)C(NC(=O)[C@@H](NC(=O)c1ccccc1F)C(C)C)C(=O)OC (stereo not given in full)	6	6	3	-6	1	-1	i	-1	0	-2.4
N#Cc1c(-c2ccco2)cc(-c2ccccn2)nc1N	11	1	5	-28	29	3	i	13	-10	16
CCCCOc1ccc(C(=O)NNC(=O)C2C3C=CC(C3)C2C(=O)O)cc1 (stereo not given)	-3	5	7	-6	0	1	i	3	1	0.3
CCc1ccc(N2NC(=O)/C(=C/C=C/c3ccco3)C2=O)cc1	-10	-3	-1	-4	13	4	i	-1	-1	0.2
O=C(CC(Nc1ccccc1)c1ccccc1)C1CC1 (stereo not given)	0	-4	-5	6	2	0	i	-4	-2	-1.1
CN(CC(=O)Nc1cccc(F)c1)C(=O)c1ccc(OCC2CCCO2)cc1 (stereo not given)	4	2	-10	5	1	-3	i	-4	-3	-0.3
O=C(Cc1ccc(NC(=O)C2CCN(C(=O)C3CC3)CC2)cc1)Nc1cccc(C(=O)N2CCCCC2)c1	-3	-14	-8	-7	2	-3	i	7	1	-1.0
CCCCCCn1c(C)nc2c(c1=O)c1nc3ccccc3nc1n2/N=C/c1ccco1	-8	15	-1	-24	27	7	i	23	5	1.2
COc1cc(C(C)=O)ccc1OCC(O)CN1CCN(c2ccc(C)c(C)c2)CC1 (stereo not given)	8	1	-12	0	1	-3	i	-10	1	-0.8
C/C(=N\N(Cc1ccccc1)c1ccccc1)c1cccnc1	-2	5	2	8	2	2	i	6	2	4.2
Cc1ccccc1NC(=O)C1(C)Cc2ccccc2C(=O)O1 (stereo not given)	-1	-11	-2	10	3	1	i	5	1	0.0
C#CCNS(=O)(=O)c1ccc(F)cc1Br	2	16	-4	0	5	0	i	5	-2	-0.2
CN(CC(=O)NC1CCCCC1)S(=O)(=O)c1cccc2cccnc12	3	-16	-12	-3	1	-2	i	-5	-1	-0.6
Cc1cc(NC(=O)CCCn2ccc([N+](=O)[O-])n2)n(Cc2ccc(F)cc2)n1	-2	1	-5	-1	-6	1	i	-7	-6	-1.9
COC(=O)C[C@@H]1CC[C@H](NC(=O)c2ccc3c(c2)OCO3)[C@@H](CO)O1	2	-4	/	12	/	/	/	/	6	-0.6
O=C(c1ccc2nc(-c3ccccc3)c(-c3ccccc3)nc2c1)N1CCCCC1	-4	-7	-7	2	-9	4	i	-4	0	1.7
O=C(CCn1c(=O)oc2ccccc21)NCc1ccco1	-3	-4	-1	2	1	1	i	4	0	-0.4
Cc1ccccc1-c1cccc([C@@H]2C[C@H]3[C@H](CON3C)CN2C(=O)CCc2ccccc2)c1	9	2	4	-1	78*	-1	i	1	3	1.2
Cc1cccc(OCC(O)Cn2c(=N)n(CCN3CCCCC3)c3ccccc32)c1 (stereo not given)	4	1	-2	2	4	1	i	-6	-3	2.6
CCOC(=O)C1(Cc2ccccc2C)CCCN(C(=O)c2ccnn2C)C1 (stereo not given)	2	-9	-7	9	-1	2	i	-12	0	1.1

Some of the entries above, set out differently.
The line under a structure holds: SUMO1 PPI mod, SKN-1 inh, Scp1 inh, NRP1-CendR mod, DNMT1 inh, STEP block, Rpn11 block, NadD inh, MT1-MMP act inh, LMPTP inh
c1ccc(CSc2nnc3ccc(-c4ccncc4)nn23)nc1
    -29, 0, -6, 18, 1, 3, i, -5, -3, -2.0
CCO[C@H]1OC(C(=O)NC2CC2)=C[C@@H](c2csc3ccccc23)[C@@H]1CCCO
    0, 11, -8, 10, 0, 5, i, 1, 2, -1.8

Additional records follow.
Compound	SUMO1 PPI mod	SKN-1 inh	Scp1 inh	NRP1-CendR mod	DNMT1 inh	STEP block	Rpn11 block	NadD inh	MT1-MMP act inh	LMPTP inh
CSC[C@H]1CN(Cc2ccccc2)C(=O)[C@@H]1CC(=O)Nc1ccc(Br)cc1	3	5	/	-3	0	2	i	-2	4	-0.6
Cc1cccc(C(=O)Nc2nnc(S(=O)(=O)N3CCOCC3)s2)c1	10	16	-6	-8	2	-5	i	-4	0	-1.0
CCOc1ccc(NC(=O)C2CCCN(c3c(CC)c(C)nc4ncnn34)C2)cc1 (stereo not given)	2	5	-3	12	1	1	i	-3	-1	0.2
COc1ccc(CCN(C)C2CCCN(C(=O)Cn3cnnn3)C2)cc1OC (stereo not given)	1	8	-10	8	0	1	i	-5	1	-0.7
COC(=O)c1ccccc1S(=O)(=O)N1CCC(C(=O)NC2=NCCS2)CC1	-4	-7	15	8	0	2	i	3	4	1.1
CCOCCCn1c(=N)c(C(N)=S)cc2c(=O)n3cccc(C)c3nc21	-1	-20	2	-7	32	2	i	29	-8	22
CCOc1ccc(NC(=O)c2cc3cc4ccc(OC)cc4nc3o2)cc1	1	12	55*	12	47	32	i	-5	12	22
Cc1ccc(CNS(=O)(=O)c2c(N)n(C)c(=O)n(C)c2=O)cc1	5	5	10	8	2	1	i	-2	-1	0.7
CCc1nc2sc3c(c2c(=O)n1CCO)CCC3	5	27	0	1	2	2	i	-5	-4	-2.6
CC1CCN(C(=O)COC(=O)c2nn(C)c(=O)c3ccccc23)CC1	-13	8	-2	2	0	-1	i	-1	1	0.6
C=CCSc1nnc(-c2cccnc2)o1	-2	5	-6	4	4	-1	i	-2	23	-0.8
O=C(CSc1ncn[nH]1)Nc1cc(S(=O)(=O)N2CCCC2)ccc1Cl	9	5	-8	2	-2	-2	i	-5	-4	-2.9
COc1ccc(Cl)cc1NC(=S)Nc1cccc(C)c1	1	-2	1	7	-3	-2	i	1	1	-1.2
COc1ccc(-c2cc(C(=O)NCc3ccc(Cl)cc3)no2)cc1OC	-2	-2	1	-10	10	-8	i	-4	8	1.0
O=C(/C=C/c1ccc(-c2ccc(F)cc2)o1)N1CCCC1	-13	27	2	2	-2	3	i	1	-3	1.0
Cc1ccc(OCC(=O)N(C)CC(=O)Nc2ccc(N3CCOCC3)cc2)cc1	1	6	-1	4	1	-3	i	-1	5	-1.1
Cc1ccc(CN2CCN(CC3CC4C=CC3C4)CC2)cc1 (stereo not given)	2	2	3	10	0	1	i	-4	1	-3.4
Cc1ccc(NC(=O)CN(C)C(=O)c2ccccc2OCc2c(C)noc2C)cc1	-1	17	-1	-1	2	-2	i	-4	0	-0.4
Cc1noc(/C=C/Nc2ccc(F)cc2F)c1[N+](=O)[O-]	-24	11	-5	23	6	0	i	-6	-1	2.4
O=C(Nc1nc2c(Cl)cccc2s1)C1CC1	0	4	-5	-3	1	-1	i	-1	-11	0.4
Cc1cc([N+](=O)[O-])ccc1NC(=O)C(C)[n+]1ccccc1 (stereo not given)	-11	4	-3	0	0	1	i	0	-2	1.1
CC(C)N1CCC(NC(=O)NC2CCCCC2)CC1	-1	2	-3	3	3	-1	i	-2	3	-0.5
